High-throughput results: PubChem, Sanford-Burnham Center for Chemical Genomics
MIN6 prolif – inducers of beta-cell replication in MIN6 cells; MIN6 cells proliferation, ATPlite luminescence, 48 h; cells starved in 0.2% serum; 100% = growth in 10% serum; proliferation, % at 10 µM; 330,000 compounds, 0.29% hits; AID 2380;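 active = compounds whose signal lies at least 3.5 SD above the mean of all wells on their plate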;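 also: 0% = DMSO-treated cells in low-serum medium and 100% = 10% serum control; some compounds called inactive have numbers as strong as hits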
SENP7 inh – inhibitors of human SENP7 protease. recombinant SENP7, Z-RLRGG-aminoluciferin luminescence, 40 min. inhibition, % at 5 µM. 330,000 compounds, 1.5% hits. AID 434973;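 active = inhibition above about 50% at the single test dose, limit read from the data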;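 also: plate controls were DMSO with enzyme for no effect and no enzyme buffer wells for full effect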
Target sequence (Q9BQF6 706-1050 limits assumed): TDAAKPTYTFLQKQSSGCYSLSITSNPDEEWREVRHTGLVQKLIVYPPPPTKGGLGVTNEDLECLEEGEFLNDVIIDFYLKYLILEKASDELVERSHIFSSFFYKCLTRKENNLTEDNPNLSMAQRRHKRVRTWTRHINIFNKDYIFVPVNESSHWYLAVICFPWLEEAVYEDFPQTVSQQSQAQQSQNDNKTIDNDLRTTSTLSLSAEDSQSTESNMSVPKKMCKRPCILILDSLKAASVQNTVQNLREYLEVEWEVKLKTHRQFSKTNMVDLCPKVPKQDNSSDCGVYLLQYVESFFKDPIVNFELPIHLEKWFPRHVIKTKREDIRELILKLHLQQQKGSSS
SENP6 inh – inhibitors of human SENP6 protease; Q9GZR1; Recombinant SENP6 catalytic domain, aminoluciferin luminescence; inhibition, % at 10 µM; 330,000 compounds, 1.8% hits; AID 2599;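 active = inhibition above about 50% at the single tested dose, limit read from the data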;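 also: plate controls were DMSO wells with enzyme for no effect and DMSO wells lacking enzyme for full effect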
Target sequence (Q9GZR1 628-1112 limits assumed): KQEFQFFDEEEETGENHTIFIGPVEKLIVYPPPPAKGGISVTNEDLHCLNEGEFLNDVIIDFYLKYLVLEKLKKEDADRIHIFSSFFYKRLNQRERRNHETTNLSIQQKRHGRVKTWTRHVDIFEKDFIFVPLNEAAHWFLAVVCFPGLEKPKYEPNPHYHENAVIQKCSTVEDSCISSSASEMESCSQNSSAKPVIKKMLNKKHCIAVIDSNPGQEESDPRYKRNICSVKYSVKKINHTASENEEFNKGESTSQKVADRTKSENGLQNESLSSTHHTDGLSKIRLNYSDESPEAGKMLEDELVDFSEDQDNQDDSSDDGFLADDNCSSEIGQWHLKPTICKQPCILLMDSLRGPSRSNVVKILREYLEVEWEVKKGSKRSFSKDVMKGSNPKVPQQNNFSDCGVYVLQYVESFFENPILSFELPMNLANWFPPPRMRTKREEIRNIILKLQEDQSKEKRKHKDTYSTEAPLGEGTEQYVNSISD
SENP8 block-1 – inhibitors of human SENP8 protease; Q96LD8; recombinant SENP8, Nedd8 substrate fluorescence; inhibition, % at 20 µM; 360,000 compounds, 0.64% hits; AID 602440; in the data active = inhibition mostly above about 40%, no sharp cut-off; inactive = mostly below about 27%
UBC13 inh – human UBC13 polyubiquitination inhibition. P61088. UBC13 polyubiquitin chain formation, TR-FRET. inhibition, % at 20 µM. 330,000 compounds, 0.47% hits; in the data active = inhibition above about 45%, passing the limit was not always enough
Target sequence (P61088 whole entry, looked up): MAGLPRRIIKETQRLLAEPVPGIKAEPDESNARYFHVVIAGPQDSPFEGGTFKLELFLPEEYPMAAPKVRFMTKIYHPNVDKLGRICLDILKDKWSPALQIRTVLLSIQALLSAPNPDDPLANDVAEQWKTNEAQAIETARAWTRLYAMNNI
HKDC1 inhibitor – blocks human hexokinase HKDC1 activity; Q2TB90; recombinant HKDC1, G6PDH/diaphorase resazurin coupled fluorescence; inhibition, % at 20 µM; 340,000 compounds, 0.16% hits;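 active = inhibition above about 35% when tested at 20 µM, limit read from the data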;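 also: plate controls were DMSO wells with enzyme for no effect and DMSO wells lacking enzyme for full effect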
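Test system: recombinant HKDC1 (HK5) hexokinase enzyme, produced in-house / Doses: 20 µM test compound, 1% DMSO / Timing: 90 min, room temperature / Detection: G6PDH/diaphorase-coupled fluorescence, 1 mM NADP, 100 µM resazurin, 525/613 nm / Control set: DMSO wells with and without enzyme mix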
PfGluPho inh – PfG6PD (Plasmodium falciparum) enzyme inhibition; PfGluPho enzyme, NADPH resazurin-diaphorase fluorescence; inhibition, % at 20 µM; 350,000 compounds, 0.78% hits; AID 504690;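 active = inhibition reaching at least a set limit at 20 µM in the primary screen, cut at about 59% in these data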;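 also: 0% = DMSO wells with substrate and 100% = DMSO wells lacking glucose-6-phosphate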
SENP8 block-2 – blocks the human protease SENP8. Q96LD8. purified SENP8, Z-RLRGG-aminoluciferin cleavage, luminescence. inhibition, % at 10 µM. 330,000 compounds, 1.2% hits. AID 2540; in the data active = inhibition above about 50%
SENP1 FRET inh – inhibitors of human SENP1 SUMO protease catalytic domain; Q9P0U3; recombinant SENP1 catalytic domain, CyPet-SUMO1-YPet FRET cleavage; inhibition, % at 10 µM; 360,000 compounds, 0.21% hits; AID 624204;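 active = inhibition at least 30% at 10 µM, raw YFP signal under a set limit, fluorescence ratio 0.5 to 1.5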;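 also: 0% = enzyme with DMSO and 100% = no enzyme wells; some results filed as inactive read as strong as hits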
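Material: hSENP1 catalytic domain, recombinant; medium: Tris pH 8 with BME, BSA, NP40 and catalase; compound: single concentration of 10 µM compound, 0.5% DMSO final; technique: FRET read of cyan and yellow fluorescence; timing: 50 min enzyme reaction, room temperature, light-protected; reagent: SFCypet-SUMO1-SFYpet substrate at 25 nM; control set: no-enzyme low, enzyme-DMSO high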
* hit, by the source's call; x = no result given; & = joins results of further samples.

Below each SMILES – MIN6 prolif, SENP7 inh, SENP6 inh, SENP8 block-1, UBC13 inh, HKDC1 inhibitor, PfGluPho inh, SENP8 block-2, SENP1 FRET inh
- CCCC(=O)NC(C)c1nc2ccccc2n1C(C)C (stereo not drawn)
→ 2, -1, -15, 2, 4, -8, 8, -4, 1
- Cc1noc(C)c1-c1csc(N2CCC(C(N)=O)CC2)n1
→ 2, 9, 22, 15, 20, 3, 33, -8, 3
- Cc1cc(SCC(=O)N/N=C/c2ccc(O)c(O)c2O)c(C)cc1Br
→ -5, 3, 1, 35*, -24, 45*, -5, -3, 2
- Cc1ccsc1/C=C/c1ccc2cccc(O)c2n1
→ -6, 91*, 94*, -41, -6, 5, 2, 86*, -18
- CN(C)c1ccc(/C=N/NC(=O)c2nnn(-c3nonc3N)c2CN(C)c2ccccc2)cc1
→ -2, -15, -12, -403, -20, -6, -8, -5, -54
- CCOc1ccc(NC(=O)C(C)SC(N)=O)cc1 (stereo not drawn)
→ -2, 2, -12, 10, 16, -5, 2, -10, 0
- Cc1ccc(C(=O)N/C(=C/c2ccc(-c3ccc(Br)cc3)o2)C(=O)NC2CCS(=O)(=O)C2)cc1 (stereo not drawn)
→ -2, -2, -8, -276, 8, 9, 2, -10, -8
- COc1ccc(CN(C)C(=O)C2CCN(C(=O)Nc3ccccc3)CC2)cc1OC
→ 2, 0, -11, 6, -1, -5, 2, 3, 2
- COc1cn(-c2ccccc2)nc1C(=O)OCC(=O)Nc1ccc(C)c(C)c1
→ -2, 5, 19, -28, -5, -2, 2, 11, 1
- O=C1/C(=C/c2ccc(C(=O)O)cc2)CCC/C1=C\c1ccc(C(=O)O)cc1
→ 0, -3, -1, 13, -7, -1, 11, -2, 3
- O=C1C(=O)N(Cc2ccccc2)C(c2cccc(O)c2)/C1=C(\O)c1ccc2c(c1)OCCO2 (stereo not drawn)
→ -1, 1, 3, 6, -7, 4, -8, 5, 2
- COc1ccc(S(=O)(=O)Nc2ccc(N(C)C(C)=O)cc2)cc1
→ -2, 2, 2, 30, 1, -3, -3, 4, 1
- C#CCNC(=O)C1=C[C@H](c2ccc(C(F)(F)F)cc2)C[C@H](OCc2ccc(CO)cc2)O1
→ -1, 2, 9, -10, -10, 0, 1, -7, -3
- Cc1ccc(S(=O)(=O)N(C)C)cc1NC(=O)c1ccc2ccccc2n1
→ -2, 5, -23, 0, 0, 1, 4, -1, -6
- Cc1ccc(C(=O)c2c[nH]c3c(F)cc(F)cc3c2=O)cc1
→ -1, 6, 0, 5, 11, -12, -2, -1, -1
- COc1ccc(Oc2ccc(N/C=C/C(=O)C(C)(C)C)cc2)cc1
→ -2, -3, -8, -18, 0, -6, 31, -4, -20
- Cc1ccc(CN2CCC(n3nccc3NC(=O)C3CCOC3)CC2)cc1C (stereo not drawn)
→ 3, -11, 5, 7, -2, -8, 0, -4, 1
- COc1ccc(-c2cc(C(=O)N3CCN(c4ccccc4O)CC3)c3ccccc3n2)cc1OC
→ -5, -1, 13, -404, 4, 9, 29, 4, -1
- COc1cc(C(=O)Oc2ccc3ccc(O)cc3c2)cc(OC)c1OC
→ -2, -5, 6, 5, 2, 6, 16, 1, -1
- CCN1CCc2c(OCc3ccc(C(=O)OC)o3)cccc2C1=O
→ 0, -5, 2, -78, 1, -1, 6, -1, -13

Remaining list, next part:
Below each SMILES – MIN6 prolif, SENP7 inh, SENP6 inh, SENP8 block-1, UBC13 inh, HKDC1 inhibitor, PfGluPho inh, SENP8 block-2, SENP1 FRET inh
- COc1ccc(NS(=O)(=O)c2ccc(N3CCCC3)c(N)c2)cc1
→ -6, -2, -14, 0, -9, 0, -7, -6, 0
- CC/C(=C/c1ccccc1)c1cccc2[nH]c3c(OC)cccc3c12
→ x, x, x, -483, x, 9, 11, x, -1
- CC(=O)C[C@@H](O)CC(=O)[C@@H]1OC(=O)CC/C=C\Cc2ccccc21
→ -2, -5, -8, 3, -5, -4, -16, -9, 0
- O=C(c1ccc(N2CCOCC2)c([N+](=O)[O-])c1)N1CCN(Cc2ccccc2)CC1
→ 5.8*, 1, -20, 13, -4, 1, -22, 15, 2
- CCn1nnnc1NCc1ccc(OCc2ccc(F)cc2Cl)c(OC)c1
→ -3, 1, -2, -48, 1, -1, -9, 1, 2
- COc1ccc(/C=C/C(=O)NCCSCc2ccco2)cc1OC
→ -3, -6, -9, -85, 10, 3, 12, -4, 0
- O=C(Nc1nccs1)c1ccc(COc2ccccc2Br)o1
→ -3, 14, -16, -8, -6, -4, 12, -6, -3
- COc1ccc(N2CCN(C(=O)CCNS(=O)(=O)c3ccccc3)CC2)cc1
→ -2, -1, -26, 13, -6, -14, -2, -6, 2
- Cc1cc(CN(C)C(=O)c2ccc(OC3CCN(Cc4ccccn4)CC3)cc2)on1
→ 1, -4, -4, 6, 3, -1, -12, -7, -12
- COc1cc(NC(=O)COC(=O)/C=C/c2ccc(O)c(OC)c2)cc(OC)c1
→ -4, 7, -15, -321, 4, 2, 7, -5, -61
- Cc1ccc(C(=O)NCC(=O)OCC(=O)NC(C)c2ccccc2)s1 (stereo not drawn)
→ 0, 9, 12, 0, 2, -9, 4, -5, 2
- Cc1cc(-n2ccnc2)n2c(nc3ccccc32)c1C#N
→ -1, 6, -8, -268, 0, 10, -21, -2, -35
- O=C(CSCCN1C(=O)c2ccccc2C1=O)Nc1ccc2ccccc2c1
→ 0, -1, 6, 27, 14, 5, 13, 3, 5
- CCOc1ccc(OCC)c(-c2c(=O)n(OCc3ccccc3Br)c3ccccc3[n+]2[O-])c1
→ -4, 4, -1, 16, 3, -4, -1, -7, 3
- COc1cc(CC(=O)Nc2nc(C)cs2)cc(OC)c1OC
→ 1, -1, -8, 7, 5, -3, 10, 0, 4
- CCSCCOC(=O)C1=C(C)NC2=C(C(=O)CCC2)C1c1coc2ccccc2c1=O (stereo not drawn)
→ -2, -3, 7, -57, 10, -1, -9, -1, -9
- Cc1nc2nc(-c3cccnc3)[nH]n2c(=O)c1C
→ -4, -9, -10, 10, 1, -3, 5, -13, 0
- Cc1cc(C)c(-c2noc(C(=O)OC(C)(C)C)c2C(=O)OC(C)(C)C)c(C)c1
→ -1, -6, -2, 20, -1, 1, -2, -7, -2
- Cc1cc(OCC(F)(F)C(F)(F)C(F)(F)C(F)(F)C(F)(F)C(F)F)nc(N)n1
→ 5, -10, 3, 0, -14, 3, 24, -7, 2
- C#CCCOC(=O)N1C2=NC(C(=O)OC)=C(C(=O)OC)[C@@H]3N(C)c4ccccc4[C@]23C[C@H]1C(=O)OC
→ 0, -11, 9, 2, -4, -6, -2, 3, 3

An excerpt from above in order of molecular weight, lowest first:
Below each SMILES – MIN6 prolif, SENP7 inh, SENP6 inh, SENP8 block-1, UBC13 inh, HKDC1 inhibitor, PfGluPho inh, SENP8 block-2, SENP1 FRET inh
- Cc1ccc(C(=O)c2c[nH]c3c(F)cc(F)cc3c2=O)cc1
→ -1, 6, 0, 5, 11, -12, -2, -1, -1
- Cc1noc(C)c1-c1csc(N2CCC(C(N)=O)CC2)n1
→ 2, 9, 22, 15, 20, 3, 33, -8, 3
- CC/C(=C/c1ccccc1)c1cccc2[nH]c3c(OC)cccc3c12
→ x, x, x, -483, x, 9, 11, x, -1
- CC(=O)C[C@@H](O)CC(=O)[C@@H]1OC(=O)CC/C=C\Cc2ccccc21
→ -2, -5, -8, 3, -5, -4, -16, -9, 0
- COc1cc(C(=O)Oc2ccc3ccc(O)cc3c2)cc(OC)c1OC
→ -2, -5, 6, 5, 2, 6, 16, 1, -1
- Cc1ccc(C(=O)NCC(=O)OCC(=O)NC(C)c2ccccc2)s1 (stereo not drawn)
→ 0, 9, 12, 0, 2, -9, 4, -5, 2
- O=C1/C(=C/c2ccc(C(=O)O)cc2)CCC/C1=C\c1ccc(C(=O)O)cc1
→ 0, -3, -1, 13, -7, -1, 11, -2, 3
- O=C(Nc1nccs1)c1ccc(COc2ccccc2Br)o1
→ -3, 14, -16, -8, -6, -4, 12, -6, -3
- COc1cc(NC(=O)COC(=O)/C=C/c2ccc(O)c(OC)c2)cc(OC)c1
→ -4, 7, -15, -321, 4, 2, 7, -5, -61
- CCOc1ccc(OCC)c(-c2c(=O)n(OCc3ccccc3Br)c3ccccc3[n+]2[O-])c1
→ -4, 4, -1, 16, 3, -4, -1, -7, 3
- Cc1ccc(C(=O)N/C(=C/c2ccc(-c3ccc(Br)cc3)o2)C(=O)NC2CCS(=O)(=O)C2)cc1 (stereo not drawn)
→ -2, -2, -8, -276, 8, 9, 2, -10, -8

Additional records follow:
Below each SMILES – MIN6 prolif, SENP7 inh, SENP6 inh, SENP8 block-1, UBC13 inh, HKDC1 inhibitor, PfGluPho inh, SENP8 block-2, SENP1 FRET inh
- Cc1ccc(C(=O)CSc2nnc3c4ccccc4nc(Cc4ccccc4)n23)cc1
→ -3, 11, 4, 20, -1, -5, 11, 1, 1
- O=C(COC(=O)c1cccc(Br)c1)Nc1cccc2c1C(=O)c1ccccc1C2=O
→ -3, 0, -6, 20, -23, -7, -13, 0, -6
- Cc1cccc(OCC(=O)OC2CCN(C)CC2)c1
→ -2, -2, -2, 12, 1, 4, -13, 1, 2
- CCOc1ccc(C(=O)NN2CCOCC2)cc1
→ -1, -14, 4, -3, -3, -5, -12, -8, 4
- c1ccc(Nc2ccccn2)nc1
→ -2, -3, -5, 15, -22, -6, -13, -7, 1
- CC(NC=O)c1nc2ccccc2n1CCc1ccccc1 (stereo not drawn)
→ -3, 3, -10, -7, 2, -9, 18, 2, -4
- C#CCO[C@@H]1C[C@H](n2ccc(NC(=O)c3ccccc3)nc2=O)O[C@@H]1CO
→ -5, 0, -2, 8, -8, 3, 6, 10, 1
- CC1CC(C)CN(c2nc3c(c(=O)n(C)c(=O)n3C)n2CCSc2nc3ccccc3o2)C1 (stereo not drawn)
→ x, x, x, 19, x, 1, 16, x, 3
- CCCCc1ccc(-c2ccc(Br)cc2)nc1
→ 1, 10, 68*, 14, 4, -4, 18, 58*, 1
- COC(=O)c1ccc(NC(=O)CSc2ccccc2)cc1
→ 4, -7, -16, 11, -4, -5, 8, -3, 2
- COC(=O)c1ccc(NC(=O)CCN2CCCCC2)cc1
→ -1&0, -5&-3, -10&-4, -8&12, -14&-9, -9&-3, -12&-8, -11&-3, 0&2
- CN(C)C(/C=C/Nc1ccc([N+](=O)[O-])cc1)=C(C#N)C#N
→ 0, -3, -24, 24, -11, -7, 19, 2, -9
- COc1cccc(NC(=O)CN(C)C(C)C(=O)Nc2ccc(S(=O)(=O)N3CCOCC3)cc2)c1 (stereo not drawn)
→ 2, 4, -11, 20, 9, 10, -7, -1, 2
- C=CCOc1cccc(C2/C(=C(/O)c3ccc(F)cc3)C(=O)C(=O)N2CCN2CCOCC2)c1 (stereo not drawn)
→ 0, 12, 6, -17, -10, -3, -5, -2, -1
- O=C(NCCCN1CCCC1)c1cc2c(Cl)nc3ccccc3c2s1
→ -6, -6, 7, 9, 4, -3, 19, -4, -7
- CC(Oc1cc2oc(=O)c3c(c2cc1Cl)CCCC3)C(=O)NCc1cccnc1 (stereo not drawn)
→ 5, -2, -9, -194, -1, 8, 3, 6, 2
- COC(=O)C(C)n1cnc2c(nnn2Cc2ccc(Cl)cc2)c1=O (stereo not drawn)
→ -2, 2, 4, 7, 13, 0, 0, -6, 0
- CCC(C)N1C(=O)S/C(=C/c2ccc3c(c2)n(C)c(=O)n3C)C1=O (stereo not drawn)
→ 0, -9, 3, -127, -8, -1, 4, -4, -10
